ROC1-CUL1 inh: inhibitors of human ROC1-CUL1 ubiquitin ligase activity. E3 ubiquitin-protein ligase RBX1 (Homo sapiens) + Cullin-1 (Homo sapiens), P62877+Q13616. in vitro K48 di-Ub FRET, acceptor:donor ratio, 45 min. inhibition, % at 10 µM. 0.6% of 140,000 active; in the data active = inhibition above about 25%
Target sequence (P62877 whole entry, looked up): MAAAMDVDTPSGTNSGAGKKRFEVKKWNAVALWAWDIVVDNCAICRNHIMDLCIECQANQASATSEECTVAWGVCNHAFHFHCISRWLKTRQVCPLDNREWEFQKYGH
Target sequence (Q13616 whole entry, looked up): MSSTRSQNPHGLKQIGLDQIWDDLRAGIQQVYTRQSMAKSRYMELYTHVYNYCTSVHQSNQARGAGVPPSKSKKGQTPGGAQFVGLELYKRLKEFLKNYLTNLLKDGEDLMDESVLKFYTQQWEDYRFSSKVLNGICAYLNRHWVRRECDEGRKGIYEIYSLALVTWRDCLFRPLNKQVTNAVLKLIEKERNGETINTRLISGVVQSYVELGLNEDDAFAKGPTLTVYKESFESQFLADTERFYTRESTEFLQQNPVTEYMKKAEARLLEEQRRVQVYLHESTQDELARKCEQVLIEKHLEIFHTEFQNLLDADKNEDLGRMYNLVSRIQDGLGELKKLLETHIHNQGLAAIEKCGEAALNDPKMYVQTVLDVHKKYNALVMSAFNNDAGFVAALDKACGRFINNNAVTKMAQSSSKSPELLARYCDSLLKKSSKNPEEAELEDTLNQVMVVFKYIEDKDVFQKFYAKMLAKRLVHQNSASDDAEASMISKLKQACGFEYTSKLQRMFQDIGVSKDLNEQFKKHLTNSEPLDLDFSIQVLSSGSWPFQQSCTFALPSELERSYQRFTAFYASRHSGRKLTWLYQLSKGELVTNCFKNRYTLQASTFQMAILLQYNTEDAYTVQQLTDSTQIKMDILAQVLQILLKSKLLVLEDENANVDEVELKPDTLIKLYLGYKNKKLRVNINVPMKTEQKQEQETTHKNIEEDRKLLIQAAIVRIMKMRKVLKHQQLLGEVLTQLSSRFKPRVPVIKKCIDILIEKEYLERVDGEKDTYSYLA
The depositor's hits bear a star. Only part of the results is shown, so the mix of outcomes need not match the whole.

SMILES | ROC1-CUL1 inh
CCOC(=O)C(NC(=O)c1ccccc1F)(Nc1ccc(F)c(F)c1F)C(F)(F)F (configuration not stated) | 1.2
CC(C)c1ccc(CNc2nc(-c3ccco3)nn2S(=O)(=O)c2ccc(F)cc2)cc1 | 3.3
COc1ccc(CCNC(=O)c2ccc(Cn3c(SCc4ccccc4)nc4cccnc43)cc2)cc1 | -0.8
CCOC(=O)c1c(C)n(C)c2cc(Br)c(O)c(N)c12 | -2.0
CC(C)(C)c1cc(C(=S)N2CCCCC2)cc(C(C)(C)C)c1O | 0.2
CC(NC(=O)c1nn2c(C(F)(F)F)cc(-c3cccs3)nc2c1Br)C1CC2CCC1C2 (configuration not stated) | -6.0
CCCCC(=O)Nc1nnc(SCC)s1 | 4.8
CN(CC(O)c1ccccc1)C(=O)c1ccc(OC2CCN(C(=O)C3CC3)CC2)cc1 (configuration not stated) | -4.0
CCOc1ccc(-n2c(SCC(=O)Nc3ccc(F)cc3)nc3c([nH]c4ccccc43)c2=O)cc1 | 4.6
Cc1ccc2nc(SCC(=O)Nc3ccccc3C(F)(F)F)[nH]c2c1 | -1.2
CCC(Oc1cc2c(cc1OC)C=CC(C)(C)O2)C(=O)Nc1ccccc1 (configuration not stated) | 3.0
Cn1c(SCC(=O)c2ccc(Cl)cc2)nnc1-c1cccnc1 | 3.2
O=C1CCCc2onc(Nc3ccccc3)c21 | 1.7
CC1=NOC(=O)/C1=C\c1cccs1 | 9.2
O=C(CSc1nnnn1-c1ccccc1)c1ccc2c(c1)OCO2 | -5.2
O=C(Cc1ccc(-c2ccccc2)cc1)NCCS(=O)(=O)N1CCN(c2ccccc2F)CC1 | 3.5
COC(=O)c1c(-c2ccc(Br)cc2)csc1NC(=O)c1cc([N+](=O)[O-])ccc1Cl | -4.7
CCN=C1C(C(=O)CC#N)C(=O)N(C)C(=O)N1C (configuration not stated) | 8.3
CCCSc1ncc(Cl)c(C(=O)Nc2sc(C(C)=O)c(C)c2C(=O)OCC)n1 | 3.9
Cc1nn2c(=O)cc(COc3ccc(/C=C(\C#N)C(=O)Nc4ccccc4C)cc3)nc2s1 | 1.4
CC(C)Oc1ccc(CNC(=O)c2ccc3c(c2)N(C)C(=O)C2CCCCN32)cc1 (configuration not stated) | 9.5
COc1cccc(CNC(=O)CCCN2C(=O)CSc3c2c(C)nn3-c2ccccc2)c1OC | 1.3
CCOC(=O)C1(C/C=C/c2ccccc2)CCCN(C2CCOCC2)C1 (configuration not stated) | -5.2
Cc1ccc(C)c(-c2cc(C(=O)N3CCCC3)c3cc(Br)ccc3n2)c1 | 11.2
O=C(Nc1ccc(Cl)c(-c2nc3ccccc3s2)c1)c1cccc2ccccc12 | 1.7
Further structures follow:
SMILES | ROC1-CUL1 inh
OC(COC1CCCCC1)CN1CCN(c2ccc(F)cc2)CC1 (configuration not stated) | -6.1
CCOC(=O)C1C(C)=NC2=C(C(=O)CC(c3ccc(OC)c(OC)c3)C2)C1c1ccc(OC)c(OC)c1OC (configuration not stated) | -3.3
CN1CCN(C(=O)c2ccc(N3CCCCC3)cc2)CC1 | 4.2
CC(Sc1ncnc2sc3c(c12)CCCC3)C(=O)Nc1cccc(Cl)c1 (configuration not stated) | 5.6
COc1cc(OC)c(NC(=O)CCCn2nc(C)c3sc4ccccc4c3c2=O)cc1Cl | 1.9
Cn1ncc(Br)c1C(=O)NCc1ccc2c(c1)OCO2 | 6.2
CCS(=O)(=O)NCCc1csc2nc(-c3ccc(C)cc3)nn12 | 2.0
COC(=O)c1ccc(NC(=O)CC2C(=O)N(c3ccc(Cl)cc3)C(=O)N2Cc2cccs2)cc1 (configuration not stated) | 1.3
O=C1OC(Cc2ccncc2)C(=O)C1C1=NC2CCCCC2N1 (configuration not stated) | -4.4
CCS(=O)(=O)c1ncc(CN2CCN(c3ccccc3OC)CC2)n1CCOC | 1.1
C=CCNC(=O)c1ccc(N(CC=C)S(C)(=O)=O)cc1 | -2.8
CCCCOC(=O)c1ccc(NC(=O)C2C(=O)c3ccccc3N(CC(C)C)C2=O)cc1 (configuration not stated) | -0.3
COc1ccccc1NC(=O)c1cc(C)cc(C)c1 | -0.9
O=C(O)C#CC12CC3CC(CC(C3)C1)C2 | -0.1
COc1ccccc1/C=C/C(=O)c1ccc2c3c(cccc13)C(=O)N(c1ccccc1)C2=O | -3.6
C=CCC(O)(CC=C)CNC(=O)C1CCC(=O)N(CCCN2CCOCC2)C1 (configuration not stated) | 4.0
Cc1ccc(C2C(C)C(NCc3ccccc3Cl)NS2(=O)=O)cc1C (configuration not stated) | 9.8
Cc1ccccc1C(=O)N1CCN(c2ccc(NC(=O)CSc3ccc(Cl)cc3)cc2)CC1 | 29.7*
Cc1cc(C)cc(Nc2nc3ccccc3n3cnnc23)c1 | -0.6
COc1ccc(Cc2n[nH]c(=S)n2C)cc1Br | 3.9
CC1(C)CC(=O)C=C(/C=C/c2ccc(/C=C/C3=CC(=O)CC(C)(C)C3)s2)C1 | 4.3
O=C(C1CCN(S(=O)(=O)Cc2ccccc2)CC1)N1CCN(c2ccc(F)cc2)CC1 | -0.5
CC(C)C(=O)N(C)Cc1nc(-c2ccc(Cl)cc2)no1 | -1.2
COc1cccc(NC(=O)C2CCN(S(=O)(=O)c3ccc4[nH]c5c(c4c3)CCCCC5)CC2)c1 | 5.9
O=C(Cn1cnc([N+](=O)[O-])n1)Nc1cc(Oc2ccccc2)cc([N+](=O)[O-])c1 | -1.4

Brought forward from above: 2 compounds, followed by the next part.
SMILES | ROC1-CUL1 inh
COc1cccc(NC(=O)C2CCN(S(=O)(=O)c3ccc4[nH]c5c(c4c3)CCCCC5)CC2)c1 | 5.9
O=C(Cn1cnc([N+](=O)[O-])n1)Nc1cc(Oc2ccccc2)cc([N+](=O)[O-])c1 | -1.4
COc1cc(C(=O)Nc2ccc3c(c2)OCO3)cc(OC)c1OC | 2.0
CC(C)(NO)/C(=N\O)c1ccccc1 | 2.8
CCCN(CCC)CCCNC(=O)c1cnn(-c2ccc(F)cc2)c1-n1cccc1 | 2.2
COc1ccccc1-c1c(Cl)nc(Cl)c(=O)n1-c1ccccc1 | -1.3
CCOC(=O)c1[nH]c(C)c(CCC(=O)NCc2ccc(N(C)C)cc2)c1C | -3.7
O=C(NCCc1csc(-c2ccc(F)cc2)n1)c1c(F)cccc1Cl | -6.1
Cc1ccc(/C=C/C(=O)c2cc(Br)ccc2OC(=O)N2CCOCC2)cc1 | -6.0
O=C(c1ccc(Cl)cc1)N1CCC(c2nc3ccccc3o2)CC1 | 1.5
Cc1ccc(N(C)S(=O)(=O)c2c(-c3ccccc3)csc2C(=O)O)cc1 | -4.8
O=C1c2ccccc2C(=O)c2c(OS(=O)(=O)c3ccc(F)cc3)cccc21 | -1.0
CC1CCN(S(=O)(=O)c2ccc3c(ccc(=O)n3CC(=O)NCc3ccccc3Cl)c2)CC1 | 4.1
Cc1nc(CN(C)CC2(O)CCCN(CC(C)(C)C)C2=O)cs1 (configuration not stated) | 2.4
CC(=O)Nc1nnc(SCC(=O)c2ccc([N+](=O)[O-])cc2)s1 | -10.5
CC(Sc1nc(-c2ccccc2)cc(C(F)(F)F)n1)C(=O)NCc1cccnc1 (configuration not stated) | -0.6
Clc1ccc(N2CCN(c3ncnc4sc5c(c34)CCCCC5)CC2)cc1Cl | 4.4
CCCCN(Cc1ccccc1)C(=O)CCC1(Cc2ccco2)CCC(=O)N1 (configuration not stated) | 3.8
O=C1COc2ccc(-c3cc(-c4ccc(Cl)cc4)c4c(n3)-c3ccccc3OC4)cc2N1 | 0.2
CSc1nc(-c2ccccc2)nc(OC(=O)c2ccccc2)c1C(C)=N | 6.5
Cc1ccc(NC(=O)Cn2c(=O)n(CCC(=O)NCc3ccccc3Cl)c(=O)c3ccccc32)cc1 | -4.0
CCCN1C(C(=O)c2ccccc2)=C(OC(=O)C(C)(C)C)c2ccccc2S1(=O)=O | 1.4
N#CC1C(=N)Oc2n[nH]c(C(F)(F)F)c2C1c1ccc(F)cc1 (configuration not stated) | -0.9
CC(=O)c1c(O)ccc2c1[C@@H]1OC(=O)C[C@@H]1O2 | 98.2*
O=C1C(C=Nc2cccnc2Cl)C(=O)N(C2CCCCC2)C(=O)N1CCCCl (configuration not stated) | -10.1
N#CCN(CC#N)C(=O)c1cccc(I)c1 | -9.0
COc1ccc(-c2cn3c(n2)sc2cc(C(=O)NCCCc4ccccc4)ccc23)cc1 | -0.1
(next part)
SMILES | ROC1-CUL1 inh
Fc1ccc(F)c(Nc2c3c(nc4ccc(Cl)cc24)CCC3)c1 | 4.5
CC12CCC(C(=O)O)(c3nc(C#N)c(C#N)nc31)C2(C)C (configuration not stated) | -2.5
COc1cccc(NC(=O)c2oc3ccccc3c2NC(=O)COc2ccccc2C)c1 | 4.7
CCOc1ccc(Nc2nc(N)nc(CN3CCN(c4ccccc4)CC3)n2)cc1 | -2.5
COc1nc(Nc2ccc(OC(F)(F)Cl)cc2)nc(NC(C)(C)C)n1 | -3.2
COc1ccc(OC)c(NC(=O)c2cc3c(n(-c4ccc(Cl)cc4)c2=O)CC(C)(C)CC3=O)c1 | 4.5
Cc1ccc(/C=C/c2onc(C)c2S(=O)(=O)N2CCC(C(=O)N3CCN(c4ccccc4F)CC3)CC2)cc1 | -2.5
Cc1ccc2c(=O)cc(C(=O)Nc3ccc(S(=O)(=O)N4CCCCC4)cc3)oc2c1C | -0.3
CCn1c2ccccc2c2cc(CN3CCN(Cc4ccc(Cl)cc4)CC3)ccc21 | 9.1
Cn1ncc(N2CCN(Cc3cnn(-c4ccccc4)c3)CC2)cc1=O | 6.9
COc1ccc(C2C3C(=O)CC(C)(C)CC3=Nc3ncnn32)cc1OC (configuration not stated) | 2.0
COc1ccc(-n2nc(C(C)=O)c(C(C)=O)c2C)c(OC)c1 | 3.3
CC(=O)N1CCc2ccc(S(=O)(=O)N3CC(C)OC(C)C3)cc21 (configuration not stated) | 12.9
Cc1ccc(CSc2nc3ccc(NC(=O)CSc4nnnn4C)cc3s2)c(C)c1 | -1.4
Cc1nc(CN2CCN(c3cc(C4CCNCC4)ncn3)CC2)cs1 | -1.2
Cc1cc(OCC(=O)Nc2cccc(C)c2C)ccc1Br | 1.5
Cc1c(C(=O)Nc2nc3ccccc3s2)c2ccccn2c1C(=O)c1ccccc1 | -4.7
CSc1nc2scc(-c3ccc(Cl)cc3)c2c(=O)[nH]1 | 4.1
COC(=O)c1cc2sc(Cl)cc2n1CC(=O)Nc1cc(C)cc(C)c1 | 5.8
COc1cc(C(=O)Nc2nonc2-c2ccc(C)c(C)c2)cc(OC)c1OC | -5.3
SC(COCc1ccccc1)CN1CCN(Cc2ccccc2)CC1 (configuration not stated) | -2.1
C/C=C/Cn1c(=O)c2c(nc3n(C4CCCCC4)c(C)cn23)n(C)c1=O | -4.6
CCC1(C)CC(CCN2C(=O)c3ccccc3C2=O)(c2ccc(C)cc2)CCO1 (configuration not stated) | -1.2
COCc1c(C(=O)NCc2ccc3c(c2)CCCN3C)cnn1-c1ncc(C)c(-c2cccs2)n1 | -0.3
OCC1(Cc2ccccc2)CCN(Cc2cccnc2)CC1 | -3.3

Ordered by number of heavy atoms (smallest number first): some entries from above.
SMILES | ROC1-CUL1 inh
CSc1nc2scc(-c3ccc(Cl)cc3)c2c(=O)[nH]1 | 4.1
Cc1cc(OCC(=O)Nc2cccc(C)c2C)ccc1Br | 1.5
COc1ccc(-n2nc(C(C)=O)c(C(C)=O)c2C)c(OC)c1 | 3.3
CC(=O)N1CCc2ccc(S(=O)(=O)N3CC(C)OC(C)C3)cc21 (configuration not stated) | 12.9
Cc1nc(CN2CCN(c3cc(C4CCNCC4)ncn3)CC2)cs1 | -1.2
C/C=C/Cn1c(=O)c2c(nc3n(C4CCCCC4)c(C)cn23)n(C)c1=O | -4.6
COc1cc(C(=O)Nc2nonc2-c2ccc(C)c(C)c2)cc(OC)c1OC | -5.3
CCC1(C)CC(CCN2C(=O)c3ccccc3C2=O)(c2ccc(C)cc2)CCO1 (configuration not stated) | -1.2
CCOc1ccc(Nc2nc(N)nc(CN3CCN(c4ccccc4)CC3)n2)cc1 | -2.5
Cc1ccc2c(=O)cc(C(=O)Nc3ccc(S(=O)(=O)N4CCCCC4)cc3)oc2c1C | -0.3
COc1cccc(NC(=O)c2oc3ccccc3c2NC(=O)COc2ccccc2C)c1 | 4.7
COc1ccc(OC)c(NC(=O)c2cc3c(n(-c4ccc(Cl)cc4)c2=O)CC(C)(C)CC3=O)c1 | 4.5
COCc1c(C(=O)NCc2ccc3c(c2)CCCN3C)cnn1-c1ncc(C)c(-c2cccs2)n1 | -0.3
Cc1ccc(/C=C/c2onc(C)c2S(=O)(=O)N2CCC(C(=O)N3CCN(c4ccccc4F)CC3)CC2)cc1 | -2.5

(next part)
SMILES | ROC1-CUL1 inh
COc1ccc(CCN2COc3cc(C)c(Cl)c(C)c3C2)cc1 | 9.5
O=C(NCc1ccccc1F)c1cccc(NC(=O)N2CCSc3ncccc32)c1 | 16.9
COc1ccccc1Sc1ccccc1CN(C)C | 2.9
O=C(CSC1=NCCS1)N1c2ccccc2Sc2ccc(C(F)(F)F)cc21 | -0.6
Cc1ccc(NS(=O)(=O)c2ccc(CCC(=O)NCc3ccccn3)cc2)cc1 | -4.4
COc1ccc(-c2csc3nc(-c4ccccc4)oc(=O)c23)cc1OC | 2.8
O=C(CSc1ncc2c(n1)-c1cc(Cl)ccc1N(Cc1ccccc1)S2(=O)=O)NCCc1ccccc1 | -0.5
CN(CC1CCCO1)c1ccc(C(=O)N2CCC(Cn3cccn3)CC2)cn1 (configuration not stated) | -0.6
COc1ccc(Cl)cc1NC(=O)Cn1nc(C(F)(F)F)c2c1CCCC2 | -0.1
CCOC(=O)N1CCN(C(=O)c2nc3ccccc3s2)CC1 | -0.5
Cn1nccc1C(=O)N1CCC2(CCCN(CC3CCC3)C2=O)C1 (configuration not stated) | -2.1
COc1ccc(C(=O)Nc2cccc(SC)c2)cc1OC | 8.3
COc1ccc(NC(=O)c2ccco2)cc1NC(=O)COc1ccccc1Cl | 1.2
CSCCCNC(=O)C1CCC(=O)N(CCc2cccc(F)c2)C1 (configuration not stated) | -2.0
Cc1ccc(C2C3=C(CCCC3=O)OC(=N)C2C#N)s1 (configuration not stated) | -2.7
O=C1N=C(N2CCOCC2)S/C1=C\c1ccc(N2CCOCC2)cc1 | 1.2
Cc1ccc(NC(=O)C(=O)NCC(c2ccc3c(c2)OCO3)N2CCN(C)CC2)cc1C (configuration not stated) | -5.2
CCCCn1c(C)c(C)n2c3c(=O)[nH]c(=O)n(C)c3nc12 | 3.5
CN1CCN(C(CNC(=O)C(=O)Nc2cccc(Cl)c2)c2ccc3c(c2)OCO3)CC1 (configuration not stated) | -2.6
